human PMI inhibitors: human PMI inhibitors, high substrate, primary screen, biochemical, fluorescence intensity, high mannose 6-phosphate (AID 1220) | Mannose-6-phosphate isomerase (Homo sapiens) | recombinant PMI enzyme, coupled fluorescence intensity; higher % means a stronger effect | one-dose inhibition, % at 20 µM; IC50 in µM for titrated hits | 0.66% of 190,000 active
K1F lysis inhibition: inhibition of K1F phage lysis, E. coli UTI89, bacterial capsule biogenesis inhibitors, alamar blue (AID 488966); E. coli UTI89 K1F phage lysis, alamar blue, 2 h; higher % means a stronger effect; inhibition, % at 100 µM; hits with a dose series show IC50 in µM; 0.02% of 340,000 active;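 active = phage lysis inhibition, versus mean bacterial control, above a set limit; inconclusive = no clear call, values can overlap the other calls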;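 also: capsule biogenesis inhibitors block K1F phage lysis so surviving cells raise fluorescence; higher fluorescence means more inhibition of phage lysis; actives were called in the ten point dose series up to 300 µM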
RSV CPE inhibition: RSV antiviral activity via CPE protection, HEp-2 cells, primary 10 µM value included (AID 2391); CPE inhibition, % at 10 µM; hits with a dose series show IC50 in µM; 0.13% of 310,000 active; HEp-2 cells, RSV-induced CPE inhibition; higher % means a stronger effect; in the data active = a potency from the dose series; inconclusive = CPE inhibition mostly from about 23% at the one dose, without a potency; inactive = the rest, 99 in 100 with CPE inhibition below about 21%; also: strong numbers were not always called active
PMI inhibitors: inhibitors of human PMI, primary screen, biochemical, fluorescence intensity, coupled assay (AID 1209). inhibition, % at 20 µM, or IC50 in µM where a hit was titrated. 0.42% of 190,000 active. purified PMI enzyme, coupled fluorescence intensity; higher % means a stronger effect. Mannose-6-phosphate isomerase (Homo sapiens);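 also: plate controls were DMSO vehicle for no effect and wells lacking substrate for full effect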
P. falciparum M17LAP: P. falciparum M17LAP inhibitors, primary screen, biochemical, fluorogenic H-Leu-NHMec substrate, 1536-well (AID 1619) | Leucine aminopeptidase (Plasmodium falciparum (isolate 3D7)) | recombinant M17LAP, H-Leu-NHMec fluorogenic kinetic assay; higher % means a stronger effect | one-dose inhibition, % at 30 µM; IC50 in µM for titrated hits | 0.38% of 220,000 active;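 active = compound inhibiting the enzyme by more than half at any dose during confirmatory dose-response retesting; inconclusive = strong single-dose inhibitors picked by rank but not retested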;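 also: plate controls were full reaction with DMSO carrier for no effect and no enzyme background for full effect; strong numbers were not always called active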
TNAP activators: human TNAP enzyme activators, primary screen, biochemical, luminescent, no phosphate acceptor, uHTS (AID 1001); Alkaline phosphatase, tissue-nonspecific isozyme (Homo sapiens); purified TNAP, luminescent activation assay, no phosphate acceptor; higher activation fold means a stronger effect; activation fold at 20 µM, or EC50 in µM where a hit was titrated; 0.03% of 200,000 active; in the data active = activation fold from about 3, or a potency from the dose series; inactive = the rest, 99 in 100 with activation fold below about 1.6; also: many of its hits are not listed in these tables
West Nile antiviral: West Nile virus antiviral activity, cell-based, CPE readout (AID 1621); West Nile virus-infected cells, CPE inhibition; higher % means a stronger effect; CPE inhibition, % at 10 µM; hits with a dose series show IC50 in µM; 0.02% of 290,000 active; in the data active = a potency from the dose series; inconclusive = CPE inhibition mostly from about 3.7% at the one dose, without a potency; inactive = the rest, 99 in 100 with CPE inhibition below about 2.2%; also: strong numbers were not always called active
M1AAP inhibition: P. falciparum M1AAP inhibitors, biochemical, fluorogenic H-Leu-NHMec substrate, 1536-well (AID 1445) | Aminopeptidase N (Plasmodium falciparum (isolate 3D7)) | recombinant M1AAP, H-Leu-NHMec fluorogenic kinetic assay; higher % means a stronger effect | one-dose inhibition, % at 30 µM; IC50 in µM for titrated hits | 0.42% of 220,000 active;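 active = primary inhibition above the hit cutoff, then over 50% inhibition at one or more dose response concentrations, cut at about 23% in these data, passing the limit was not always enough; inconclusive = conflicting primary data, or primary hits not chosen for dose response; inactive = low primary inhibition, or under 50% at every dose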;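 also: plate controls were DMSO full reaction for no effect and no enzyme background for full effect; strong numbers were not always called active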
T cell modulator: modulators of CD8 T cell-vesicle binding, primary screen, mouse 2C CD8+ T cells, flow cytometry; calls only at 7 µM; 2C CD8+ T cell-vesicle binding; stronger effect = lower value; 0.068% of 330,000 active;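 active = response, share of CD8 T cells binding vesicles, and their 90th percentile fluorescence all below set limits, cut at about 80% in these data, passing the limit was not always enough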
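Benchmarks: naked versus QL9-loaded vesicles / Assay system: purified 2C TCR transgenic mouse naive CD8+ T cells / Technique: high-throughput flow cytometry with anti-B7-1 and anti-CD8 staining / Timing: Cell–vesicle co-incubation 1.5 h at 37 °C, staining 20 min on ice / Read-out: percent CD8+ FL2 mean versus row control / Probe or stimulus: QL9-loaded Drosophila micro-vesicles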
T cell modulator vesicle-bound %: second read-out of T cell modulator, no call of its own (marks repeat the call); double positive events, %; measured here: CD8+ vesicle-bound cell fraction;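 binding gate set so that unloaded-vesicle control wells show 10% double positive cells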
An asterisk follows results filed as active; i = inactive; ? = inconclusive; / = no result given; [ ] = remark or other dose. Rule as the data show it, unless noted: active = inhibition above about 50%; inactive = the rest.

Values in the order: human PMI inhibitors	K1F lysis inhibition	RSV CPE inhibition	PMI inhibitors	P. falciparum M17LAP	TNAP activators	West Nile antiviral	M1AAP inhibition	T cell modulator	T cell modulator vesicle-bound %
(1) COc1ccccc1Cn1c(SCC(=O)C(C)(C)C)nc2cc(C(=O)N3CCC4(CC3)OCCO4)ccc2c1=O
  11%	/	8.2%	7%	-4%	1.1	-0.3%	-1%	i	35
(2) COc1ccccc1-n1c(/C=C/c2ccccn2)nc2ccccc2c1=O
  /	0.9%[50 µM]	14%	/	/	/	?	/	i	32
(3) Cc1ccc(CN2CCSc3ccc(C(=O)N4CCC5(CC4)OCCO5)cc32)cc1
  /	0.0%	7.5%	/	/	/	-1.2%	/	i	42
(4) CC1(C)C(C(=O)NCc2ccco2)C1(C)C
  7%	1.2%	0.6%	6%	11%	1.1	-0.2%	-3%	i	44
(5) COc1ccccc1-n1c(-c2cccs2)nc2ccccc2c1=O
  -5%	-1.1%	-0.7%	-5%	-1%	1.1	-1.2%	1%	i	18
(6) Clc1ccc2c(c1)C(c1ccccc1Cl)=NCc1nncn1-2
  0%	0.8%	0.5%	-9%	-16%	1.1	-0.2%	6%	i	36
(7) Cc1cccc(C)c1OP(N)(=O)Oc1c(C)cccc1C
  /	0.5%	2.4%	/	12%	/	0.7%	6%	i	19
(8) CCCc1c(C)nc(-c2ccc(C)cc2)nc1OC(=O)N(C)C
  /	0.2%	1.2%	/	6%	/	-0.6%	10%	i	42
(9) CC(C)NC(=O)Cn1cc(C(=O)c2ccccc2F)c2ccccc21
  -11%	0.5%	2.6%	-12%	-5%	1	-0.1%	-3%	i	28
(10) O=C1NC(=O)C(=Cc2coc3ccc(O)cc3c2=O)C(=O)N1
  /	1.0%	-0.3%	/	21%	/	-0.1%	20%	i	21
(11) O=C(/C=C/c1ccc2c(c1)OCO2)c1c(O)n(CCc2ccccc2)c(=O)[nH]c1=O
  /	/	1.1%	/	-8%	/	0.8%	8%	i	26
(12) CC1(C)Cc2c(sc3c2C(=O)NC(c2cccnc2)N3)CO1 (stereo not given)
  -38%	-0.1%	-1.7%	-10%	-90%	1.1	-0.5%	10%	i	43
(13) COc1ccc(OCC(=O)N2CCN(CC3CC4C=CC3C4)CC2)cc1 (stereo not given)
  7%	-0.5%	-0.3%	7%	7%	0.9	0.1%	7%	i	36
(14) CCOc1cc2c(cc1OCC)-n1cccc1C(c1ccc(OC)c(O)c1)NC2 (stereo not given)
  /	0.4%	0.3%	/	/	/	-0.9%	/	i	60
(15) O=c1[nH]c(=O)n(C2CCCCCC2)c(O)c1C=NC1CCN(Cc2ccccc2)CC1
  -2%	0.2%	0.6%	1%	-7%	1	0.2%	6%	i	20
(16) Nc1ccc2nonc2c1[N+](=O)[O-]
  46%	-0.3%	-0.4%	16%	0%	1	-1.4%	0%	i	13
(17) Cc1ccccc1N1C(=O)NC(=O)/C(=C\c2ccc3c(c2)CCCN3Cc2ccccc2)C1=O
  -19%	9.0%	4.0%	-9%	13%	0.7	-0.4%	3%	i	39
(18) CCn1c(O)c(C=Nc2cc(Cl)ccc2Cl)c(=O)n(CC)c1=O
  -18%	0.2%	1.7%	-23%	9%	1	-0.3%	2%	i	50
(19) CC(C)OC(=O)Nc1ccc(N=C(N)N[N+](=O)[O-])cc1
  -8%	-1.0%	-1.1%	-12%	1%	0.9	0.4%	-7%	i	47
(20) Cc1cc(N2CCCC2)ccc1C=C(C#N)C#N
  7%	0.5%	2.9%	1%	8%	1	/	-5%	i	30
(21) CCCCOc1ccc(CCN)cc1Cl
  11%	2.1%[50 µM]	4.9%	13%	-19%	1.1	0.1%	1%	i	52
(22) CCC(=Nc1cc(OC)ccc1OC)c1c(O)[nH]c(=O)[nH]c1=O
  21%	0.2%	-2.3%	11%	9%	1	1.0%	3%	i	8
(23) O=C(c1ccccc1)c1cn(CC(=O)N2CCCC2)c2ccccc12
  2%	-1.7%	2.2%	-2%	14%	1	0.1%	-2%	i	53
(24) Cc1ccc(N2C(=O)NC(=O)/C(=C/c3ccc(OC(=O)c4cccs4)cc3)C2=O)cc1
  -14%	0.6%	1.6%	-4%	18%	1.1	0.8%	19%	i	34
(25) CCC(=NCCCN(CC)CC)c1c(O)n(C2CCCCC2)c(=O)[nH]c1=O
  0%	-0.2%	-0.2%	0%	3%	1.1	-0.2%	8%	i	48
(26) CCCCCCN=C(C)c1c(O)n(CCCC)c(=O)[nH]c1=O
  4%	0.9%	0.2%	-1%	4%	0.9	0.2%	-2%	i	49
(27) Cc1cc(C)n(CCOC(=O)C2C(C=C(Cl)Cl)C2(C)C)n1 (stereo not given)
  7%	-0.1%	19%	14%	-4%	1	-0.4%	0%	i	35
(28) Cc1nc2ccccc2c(=O)n1-c1cccc(C(F)(F)F)c1
  /	-0.4%	0.2%	/	/	/	-0.4%	/	i	40
(29) Cc1cccc(C)c1NC(=O)c1cccn(Cc2ccc3c(c2)OC(F)(F)O3)c1=O
  10%	0.9%	2.7%	12%	-1%	0.8	-0.5%	17%	i	42
(30) CC(=O)Nc1ccc(C(c2c(O)c3ccccc3oc2=O)c2c(C)n(C)n(-c3ccccc3)c2=O)cc1 (stereo not given)
  -20%	0.1%	1.5%	-22%	19%	1.1	0.2%	29%	i	50
(31) Cc1ccc(CN2CCN(CC(=O)N3CCC4(CC3)OCCO4)C2=O)cc1
  -4%	-1.6%[50 µM]	0.4%	-1%	-1%	1.1	0.4%	0%	i	56
(32) CCOC(=O)c1c(C)[nH]c(C(=O)C(C)N2CCCC2)c1C (stereo not given)
  2%	-0.1%	0.3%	6%	3%	1	-1.0%	3%	i	33
(33) CC12CC(c3ccccc3O1)C(C(=O)OCc1ccccc1)C(=O)N2 (stereo not given)
  7%	0.4%	3.2%	4%	-4%	1.1	-0.3%	-1%	i	24
(34) O=C(Nc1cccc(Cl)c1)c1c(O)c2c(n(Cc3ccco3)c1=O)CCCC2
  0%	/	0.9%	2%	/	1.1	0.6%	/	i	8
(35) CCOC(=O)c1cc(CC)sc1/N=C/C1C(=O)NC(=S)NC1=O
  -126%	2.0%	-0.6%	-81%	10%	1.1	-0.3%	6%	i	60
(36) CC1=Nc2ccccc2/C1=C/c1c(O)[nH]c(=O)[nH]c1=O
  /	0.8%	2.5%	/	/	/	0.1%	/	i	48
(37) FC(F)(F)c1ccccc1CN1CCN(Cc2ccccc2)CC1
  6%	-0.6%[50 µM]	-1.4%	15%	22%	1	0.0%	-8%	i	40
(38) Cc1cc([N+](=O)[O-])c(Cl)cc1NC(=O)C(C)C
  1%	-1.1%	4.4%	-5%	11%	1.1	0.2%	-1%	i	52
(39) CC(C)NC(C)C(=O)C12CC3CC(CC(C3)C1)C2 (stereo not given)
  -5%	2.7%	-0.8%	-5%	5%	1.2	0.2%	1%	i	19
(40) COc1ccc(OC)c(CC(=O)N(C)C2CCCN(Cc3ccccc3F)C2)c1 (stereo not given)
  /	0.4%	1.2%	/	/	/	-1.0%	/	i	25
(41) O=P(C(=Nc1ccc(Cl)cc1)N1CCOCC1)(N1CCOCC1)N1CCOCC1
  -2%	0.2%	0.8%	1%	1%	1.1	0.0%	0%	i	66
(42) CN1C(=O)C(C2c3ccccc3C(=O)N2Cc2ccccc2)C(=O)N(C)C1=O (stereo not given)
  -38%	0.0%	2.0%	-8%	4%	1.1	0.4%	-1%	i	37
(43) Cc1ccc2c(c1)CC1(CN2C)C(=O)NC(=O)N(c2ccc(C)c(C)c2)C1=O (stereo not given)
  -86%	0.1%	0.9%	-64%	6%	1	0.5%	0%	i	58
(44) CN=C(SCc1cc2c(cc1Cl)OCO2)c1c(O)n(C)c(=O)n(C)c1=O
  3%	0.3%	0.2%	0%	24%	0.9	0.4%	3%	i	9
(45) O=C(CN1C(=O)CN=C(c2ccccc2)c2ccccc21)NCc1ccco1
  -6%	3.0%	1.9%	4%	-2%	1	-0.6%	3%	i	54
(46) C[C@]12CCC(=O)C(O)=C1CC[C@@H]1[C@@H]2CC[C@]2(C)C(=O)CC[C@@H]12
  11%	0.2%	2.9%	11%	-8%	1.1	-0.2%	7%	i	19
(47) CCCCn1c(O)c(C(C)=NCCCN(CC)CC)c(=O)[nH]c1=O
  0%	0.3%	0.0%	6%	9%	1.1	-0.4%	11%	i	50
(48) CCCCN1C(=O)/C(=C/c2ccc(N3CCCCCC3)cc2)C(=O)NC1=S
  28%	/	0.6%	-14%	45%	0.7	-0.6%	22%	i	43
(49) O=C(O)c1cccc2c1NC(c1cccc([N+](=O)[O-])c1)C1CC(Sc3ccccc3[N+](=O)[O-])C(Cl)C21 (stereo not given)
  -68%	-0.2%	/	-34%	64%	1	0.1%	18%	/	/
(50) CCOc1cc(C=C2C(=O)NC(=O)NC2=O)cc([N+](=O)[O-])c1O
  18%	/	-1.5%	16%	24%	0.9	0.2%	11%	i	60
(51) FC(F)(F)c1ccc(CNCCc2ccc3c(c2)OCO3)cc1
  /	0.4%	1.3%	/	/	/	0.0%	/	i	44
(52) Cc1ccc(-c2cc(C(F)F)n3ncc(C(=O)N4CCC5(CC4)OCCO5)c3n2)cc1
  -5%	-0.4%	12%	-6%	-1%	1.1	0.0%	5%	i	10
(53) O=P(NS(=O)(=O)c1ccc(Cl)cc1)(Oc1ccccc1)Oc1ccccc1
  -10%	0.5%[50 µM]	0.2%	-9%	44%	1.1	-0.4%	9%	i	35
(54) CCCCn1c(O)c(/C=C2/C=CC=N2)c(=O)[nH]c1=O
  /	-0.8%	5.0%	/	-2%	/	-0.4%	7%	i	51
(55) CCOC(=O)c1c(C=O)c2ccccc2n1Cc1ccccc1
  /	-0.5%[50 µM]	?	/	/	/	-0.6%	/	i	5
(56) Cc1ccccc1N1C(=O)NC(=O)/C(=C\c2cnn(-c3ccccc3)c2)C1=O
  4%	3.1%	1.1%	1%	7%	1.2	-0.1%	14%	i	48
(57) CCCOc1ccccc1C1SCC(=O)Nc2c1c(=O)[nH]n2C(C)CCC (stereo not given)
  7%	1.2%	1.0%	4%	6%	1.1	-0.3%	4%	i	30

Assay outcomes (PubChem BioAssay)

Only part of the results is shown. The share of hits here may be higher or lower than overall.
